# ABCG2 block: blocks JC-1 efflux by human ABCG2 transporter; Q9UNQ0; IgMXP3 cells, flow cytometry; inhibition, % at 6.6 µM; 190,000 compounds, 0.1% hits; AID 1325;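 active = inhibition above 80%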;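 also: 0% = DMSO and 100% = nicardipine control wells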
# Target sequence (Q9UNQ0 whole entry, looked up): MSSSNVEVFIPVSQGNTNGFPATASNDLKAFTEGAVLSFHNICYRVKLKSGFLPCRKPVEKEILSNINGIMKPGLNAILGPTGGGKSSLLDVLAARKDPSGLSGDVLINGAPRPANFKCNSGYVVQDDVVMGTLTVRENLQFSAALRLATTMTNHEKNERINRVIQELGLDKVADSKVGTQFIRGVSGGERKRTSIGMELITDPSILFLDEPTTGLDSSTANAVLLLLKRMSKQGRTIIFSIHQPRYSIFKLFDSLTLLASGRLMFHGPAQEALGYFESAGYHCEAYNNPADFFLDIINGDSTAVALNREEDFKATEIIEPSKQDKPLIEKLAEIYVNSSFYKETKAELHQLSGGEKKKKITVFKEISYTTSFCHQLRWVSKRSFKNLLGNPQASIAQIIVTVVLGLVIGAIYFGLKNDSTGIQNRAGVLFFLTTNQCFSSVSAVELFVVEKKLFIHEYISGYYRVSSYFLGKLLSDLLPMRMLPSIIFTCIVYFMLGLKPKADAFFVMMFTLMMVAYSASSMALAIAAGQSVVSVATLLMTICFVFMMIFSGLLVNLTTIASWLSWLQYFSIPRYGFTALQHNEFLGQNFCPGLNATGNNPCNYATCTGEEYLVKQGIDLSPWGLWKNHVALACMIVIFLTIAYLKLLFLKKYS
#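 test system = two drug-resistant human cell lines, ABCG2 and ABCB1 | amount = 3 million cells/mL final, two lines in 1:1 ratio | reagent = JC-1 transporter substrate | doses = one concentration, 6.6 µM final | incubation = 10 min at 25 °C | signal = flow cytometric JC-1 green MFI at 530 nm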
# ABCB1 inh: human ABCB1 inhibition, ABCG2 as counter-screen; AID 1326; inhibition, % at 6.6 µM; 190,000 compounds, 0.067% hits; CCRF-Adr cells, JC-1 efflux, flow cytometry; P08183; in the data active = inhibition above about 40%;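 also: 0% = vehicle and 100% = reference inhibitor; higher value means more JC-1 retained so stronger ABCB1 efflux block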
# Bim-Bcl-B: disrupts Bim peptide binding to human Bcl-B; Q9HD36; bead-based flow cytometry; inhibition, % at 10 µM; 190,000 compounds, 0.073% hits;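 also: 0% = tracer peptide without compound and 100% = reference inhibitor peptide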
# Target sequence (Q9HD36 whole entry, looked up): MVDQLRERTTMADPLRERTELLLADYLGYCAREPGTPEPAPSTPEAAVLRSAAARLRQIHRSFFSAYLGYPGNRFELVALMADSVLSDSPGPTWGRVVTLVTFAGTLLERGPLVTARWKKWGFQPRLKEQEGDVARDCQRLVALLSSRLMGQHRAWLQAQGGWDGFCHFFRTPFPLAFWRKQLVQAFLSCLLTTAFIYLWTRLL
# Bfl-1 Bim block: disrupts Bim binding to human Bfl-1; Q16548; Bead-based flow cytometry, Bim-Bfl-1 binding inhibition; inhibition, % at 10 µM; 190,000 compounds, 0.12% hits; AID 1008;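 also: 0% = wells without compound plus tracer and 100% = blocker peptide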
# RGS7-Gao: regulators of human RGS7-Galphao interaction | Multiplexed bead flow cytometry, RGS7-Galphao binding; actives lie on both sides | binding response (% of control), % at 10 µM | 220,000 compounds, 0.35% hits; in the data active = binding response below about 49% or above about 150%; inconclusive = no clear call, values can overlap the other calls; inactive = in between;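 also: fluorescent Galphao held in activated GDP-AlF4 state binding bead-coupled RGS7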
# Bcl-XL Bim block: inhibitors of Bim-Bcl-XL interaction, human. Q07817. Bim peptide-Bcl-XL binding, bead flow cytometry, fluorescence. inhibition, % at 10 µM. 190,000 compounds, 0.04% hits. AID 1007
# GSH fluor: compound fluoresces at 488/530 nm on GSH beads | GSH beads flow cytometry, compound fluorescence 488/530 nm; stronger effect = higher value | fluorescence (KMESF) at 10 µM | 190,000 compounds, 0.25% hits; in the data active = fluorescence above about 89;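 also: glutathione beads carrying GST-tagged Bcl family fusion proteins plus one bare bead set; values are compound well signal with DMSO vehicle wells as background; inactives centre near 16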
# Bim-Bcl-W: human Bim-Bcl-W interaction inhibition. bead-based flow cytometry, Bim peptide-Bcl-W binding. inhibition, % at 10 µM. 190,000 compounds, 0.02% hits. Q92843;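 also: 0% = bound tracer without compound and 100% = peptide blocker; higher means less fluorescent Bim peptide bound to Bcl-W beads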
# Bim-Bcl-2: inhibitors of Bim-Bcl-2 interaction, human. Bead-based flow cytometry, Bim peptide-Bcl-2 binding. inhibition, % at 10 µM. 190,000 compounds, 0.06% hits; in the data active = inhibition above about 40%; inconclusive = no clear call, values can overlap the other calls;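 also: 0% = no compound wells with probe peptide and 100% = reference peptide inhibitor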
# Target sequence (P10415 whole entry, looked up): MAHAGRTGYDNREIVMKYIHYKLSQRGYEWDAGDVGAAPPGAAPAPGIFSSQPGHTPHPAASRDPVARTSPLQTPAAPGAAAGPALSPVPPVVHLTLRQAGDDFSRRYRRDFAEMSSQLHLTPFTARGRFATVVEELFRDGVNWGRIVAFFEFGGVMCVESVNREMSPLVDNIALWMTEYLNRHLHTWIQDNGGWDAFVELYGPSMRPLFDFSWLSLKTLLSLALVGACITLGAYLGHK
# RGS4-Gao reg: human RGS4-Galphao interaction regulation. P09471. Multiplexed bead flow cytometry, RGS4-Galphao binding; actives lie on both sides. binding response (% of control), % at 10 µM. 220,000 compounds, 0.33% hits; in the data active = binding response below about 49% or above about 150%; inactive = in between;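 also: fluorescent Galphao activated with aluminum fluoride binding bead-coupled RGS4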
# RGS8-Gao reg: human RGS8-Galphao interaction regulation | AID 1423 | 220,000 compounds, 0.34% hits | multiplexed bead flow cytometry, RGS8-Galphao binding; actives lie on both sides | P09471 | response (percent of control binding), % at 10 µM; in the data active = response below about 60% or above about 140%; inactive = in between;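 also: Galphao activated as the GDP aluminium fluoride complex binding bead-coupled RGS8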
# Active calls of the source: *; ? = inconclusive; · = not tested or not shown; & = joins results of further samples. Rule as the data show it, unless noted: active = inhibition above about 40%.
# Below each SMILES – ABCG2 block	ABCB1 inh	Bim-Bcl-B	Bfl-1 Bim block	RGS7-Gao	Bcl-XL Bim block	GSH fluor	Bim-Bcl-W	Bim-Bcl-2	RGS4-Gao reg	RGS8-Gao reg
1: Cn1c(N)c(C(=O)COC(=O)[C@H](Cc2ccccc2)N2C(=O)c3ccccc3C2=O)c(=O)n(C)c1=O
    17	0.7	-9	-18	100	-4	9	-2	-8	101	100
2: O=C(NC1CCCCCC1)C1CCC(CNS(=O)(=O)c2ccc(Br)s2)CC1 (stereo not given)
    -7	-0.9	-6	-3	93	-3	22	-2	-6	92	95
3: CCOc1ccc(C2=Nn3c(nnc3-c3ccccn3)SC2)cc1
    3	0.0	11	6	103	10	17	12	4	101	115
4: O=C(NC(=S)Nc1ccc(Br)cn1)c1cccs1
    0	0.0	1	-2	98	-1	22	-1	0	101	104
5: O=C(CN1CCN(Cc2ccc(F)cc2Cl)C1=O)NCCCN1CCOCC1
    2	1.6	-8	-6	101	-1	26	2	-5	98	100
6: COc1cccc2c(N/N=C/c3ccco3)cc(C)nc12
    7	0.8	0	-4	?	0	25	0	0	94	97
7: CC(C)CC(COCc1ccc(F)cc1)N1CCN(C(=O)c2cccc(C(F)(F)F)c2)CCC1=O (stereo not given)
    0	1.4	-1	0	102	-2	18	-1	3	103	103
8: CCCCn1cc(C(C)(C)C)c(C#N)c1NC(C)=O
    0	-0.1	0	2	95	2	12	1	4	98	95
9: COc1ccc(-c2noc(CN(C)CCC3CCCCO3)n2)cc1 (stereo not given)
    4	0.6	-3	-4	107	-2	10	-1	-2	105	103
10: CCOc1ccc(OCCSc2nc(C)cc(=O)[nH]2)cc1
    0	-2.1	-5	-10	102	-2	34	0	-6	105	101
11: CCC(=O)NNc1nc2c(C)cccc2s1
    3	0.8	0	-4	106	0	13	2	1	93	96
12: C[C@]12CC[C@@H]3c4ccc(O)cc4CC[C@H]3[C@@H]1CC[C@@H]2OC(=O)CCC(=O)O
    5	0.5	-5	1	96	-1	21	0	2	101	102
13: COc1cccc(NC(=O)C(=O)N/N=C/c2cc(C)n(-c3ccc(Cl)c(Cl)c3)c2C)c1
    1	0.1	-3	-7	103	-6	59	5	-1	99	100
14: CNC(=O)COc1ncnc2sccc12
    26	1.9	2	0	102	2	13	-3	0	102	103
15: CCCCCCNc1nc(NCc2ccco2)nc(OCC)n1
    -1	0.0	0	2	96	-7	40	0	2	97	103
16: Cc1ccc(C(C(=O)Nc2ccc3c(c2)OCO3)N(C)C(=O)Cc2c[nH]c3ccccc23)cc1 (stereo not given)
    8	2.1	-2	2	93	1	6	7	1	93	83
17: CCOC(=O)c1c(C)c(C(=O)N(C)C2CCCCC2)c(C)n1C
    21	2.0	-7	-11	98	-5	31	2	-5	100	99
18: Cc1ccc2c(c1)NCC(C(=O)NC1CCCCC1)O2 (stereo not given)
    5	1.2	-3	-5	95	-2	4	-1	-2	86	95
19: CCOC(=O)C1CCN(C(c2cc(OC)c(OC)c(OC)c2)c2sc3nc(C)nn3c2O)CC1 (stereo not given)
    1	0.2	-6	-10	102	-3	21	0	-6	103	103
20: O=C(NC1CCCCC1)c1sc(=S)n2c1[nH]c(=O)c1ccccc12
    0	-0.9	-6	-2	104	-7	28	-2	-1	102	100
21: O=C(COc1cccc2c1CCN(Cc1ccccc1)C2=O)N1CCCCC1
    6	1.6	0	0	94	0	70	0	-3	100	100
22: CC1CC(C)CN(c2oc(-c3ccccc3Cl)nc2C#N)C1 (stereo not given)
    6	0.1	-1	1	100	-2	16	-1	-1	101	102
23: COc1ccc(OCCNC(=O)c2ccccc2OCC(=O)N2CCCCC2)cc1
    3	0.5	0	-4	104	0	13	0	0	102	103
24: CCOC(=O)/C=C/C(=O)OCC(=O)NCc1ccccc1
    27	2.9	-6	-12	91	-6	11	-1	-8	94	95
25: Cc1ccc(S(=O)(=O)N(C)CC(=O)NC2CCCC2)cc1
    0	0.3	-7	-8	98	-3	14	0	-8	102	100
26: O=C(Nc1ccc(-c2nc3ccc(NC(=O)c4cccs4)cc3[nH]2)cc1)c1cccs1
    -6	-3.6	-33	7	100	-10	47	-4	-11	94	98
27: COc1ccc(CCN(C)C(=O)CCc2nnc(-c3ccccc3)o2)cc1OC
    -5	-1.6	0	-4	104	-2	16	0	0	103	101
28: C1CCN(c2c3c(nc4nnnn24)CCCC3)CC1
    4	0.8	-4	-2	106	-2	14	-3	-4	104	100
29: CCCOc1ccc(C(C)=O)cc1CN1CCOCC1
    1	0.6	-1	0	98	-2	10	-1	1	95	84
30: Cc1nc2cc(-c3ccccc3)ccc2o1
    1	0.5	3	1	94	0	19	0	8	89	75

# The listing continues.
# Below each SMILES – ABCG2 block	ABCB1 inh	Bim-Bcl-B	Bfl-1 Bim block	RGS7-Gao	Bcl-XL Bim block	GSH fluor	Bim-Bcl-W	Bim-Bcl-2	RGS4-Gao reg	RGS8-Gao reg
31: Cc1ccc(C)c(NC(=S)NNC(=O)c2csc(C)c2C)c1
    -3	0.5	-31	16	102	-11	12	-2	-14	105	104
32: O=C(Oc1ccc(Cl)c2cccnc12)c1cccc([N+](=O)[O-])c1
    7	0.7	-11	-17	98	-8	10	-6	-12	93	91
33: CC(C)Nc1nc(SCC(=O)Nc2ccccc2)nc(N2CCOCC2)n1
    2	0.6	0	-2	91	-1	8	1	0	95	97
34: CN(C)S(=O)(=O)c1ccc(N2CCCC2)c(C(=O)NC(c2ccccc2)c2ccccc2)c1
    3	1.4	-2	-5	101	-4	5	1	-1	102	98
35: COCCNC(=O)C(=O)NCCN1CCNCC1
    -1	0.6	1	1	103	0	20	1	-2	106	112
36: Cc1ccc(C)c(Oc2ncnc(N)c2[N+](=O)[O-])c1
    18	0.4	24	43*	94	46*	6	29	31	88	87
37: CCOC(=O)c1[nH]c2ccc(F)cc2c1NC(=O)CN1CCN(C/C=C/c2ccccc2)CC1
    7	9.8	-5	-8	102	0	11	1	-2	103	102
38: CCN(CC(=O)Nc1ccc2c(c1)OCCO2)C(=O)C1CCCCC1
    2	0.2	2	0	104	3	23	0	3	103	106
39: COc1ccc(N(C(=O)/C=C/C(=O)Nc2cc(C)on2)C(C(=O)NC2CCCC2)c2ccccc2C)cc1 (stereo not given)
    3	·	-2	6	85	-4	10	-4	-2	72	87
40: CN(C)CCNC(=O)COc1ccc(Cl)cc1Cl
    3	1.2	-9	-1	101	-5	25	-2	-2	102	102
41: C=CCN(C(=O)Cn1ncc2c1-c1cc(C)ccc1OC2)c1ccccc1
    4	1.7	-7	-7	100	0	24	1	-6	103	99
42: Cc1ccc(-n2ncc3c(NCCCN4CCOCC4)ncnc32)c(C)c1
    2	0.5	-5	-8	99	-3	20	2	-7	98	100
43: CC12CNCC(C)(CN(C3(O)C(=O)Nc4ccc(Br)cc43)C1)C2=O (stereo not given)
    2	0.8	1	0	98	0	12	0	1	100	100
44: COc1ccc(NC(=O)CC2S/C(=N\c3nccs3)N(C)C2=O)cc1 (stereo not given)
    2	0.4	-6	-6	109	-2	24	0	-4	109	103
45: O=C(c1ccc(Cl)c([N+](=O)[O-])c1)N(c1ccccn1)c1ccccn1
    0	0.9	-4	0	103	-9	4	0	0	101	104
46: COc1ccccc1/C=C/C(=O)c1ccc(Cl)cc1
    31	0.3	-10	-17	97	-9	33	0	-10	95	98
47: O=C(C(=O)N1CCc2ccccc2C1)c1cn(CC(=O)N2CCOCC2)c2ccccc12
    0	-0.1	-10	-5	101	-8	19	-5	-5	97	100
48: N#Cc1c(-c2ccco2)cc(C2CC2)nc1N
    6	0.1	0	-1	96	0	51	-1	0	98	98
49: O=C(NCCCN1CCOCC1)c1ccc(N2CCCC2)c([N+](=O)[O-])c1
    0	-1.6	-1	-5	105	-1	15	2	-2	104	101
50: O=C(NC1=NCCS1)c1ccc(Br)s1
    2	0.0	-5	-12	98	-2	16	2	-2	99	98
51: O=[N+]([O-])c1cc(-c2nnc(N3CCOCC3)c3ccccc23)ccc1N1CCOCC1
    13	0.8	-1	-2	?	-5	19	0	0	101	101
52: Nc1cc(-c2ccccc2)ccc1O
    1	0.3	-3	-1	?	-1	23	4	-2	95&92	98&95
53: O=C(C1CCCO1)N1CCN(c2c3c(nc4cc(-c5ccc(F)cc5)nn24)CCC3)CC1 (stereo not given)
    26	5.2	12	-13	100	-3	17	0	-7	99	101
54: NNC(=O)c1nc[nH]c1C(=O)Nc1ccccc1[N+](=O)[O-]
    3	0.1	6	0	110	7	7	4	-1	98	99
55: CCC(C)Sc1nc(O)c(Cc2ccccc2)c(=O)[nH]1 (stereo not given)
    3	1.2	-1	-1	114	1	17	0	0	128	108
56: Cn1c(SCC(=O)NCc2ccccc2)nnc1C1CC1
    2	0.5	-3	-4	101	-5	54	-2	-4	98	103
57: Cc1cc2nc(CSc3ccc(Cl)cc3)cc(=O)n2[nH]1
    2	-0.2	-2	-4	100	1	12	0	-1	100	101

# In another format: results already given.
entry | Molecule | ABCG2 block | ABCB1 inh | Bim-Bcl-B | Bfl-1 Bim block | RGS7-Gao | Bcl-XL Bim block | GSH fluor | Bim-Bcl-W | Bim-Bcl-2 | RGS4-Gao reg | RGS8-Gao reg
31 | Cc1ccc(C)c(NC(=S)NNC(=O)c2csc(C)c2C)c1 | -3 | 0.5 | -31 | 16 | 102 | -11 | 12 | -2 | -14 | 105 | 104
32 | O=C(Oc1ccc(Cl)c2cccnc12)c1cccc([N+](=O)[O-])c1 | 7 | 0.7 | -11 | -17 | 98 | -8 | 10 | -6 | -12 | 93 | 91
33 | CC(C)Nc1nc(SCC(=O)Nc2ccccc2)nc(N2CCOCC2)n1 | 2 | 0.6 | 0 | -2 | 91 | -1 | 8 | 1 | 0 | 95 | 97
34 | CN(C)S(=O)(=O)c1ccc(N2CCCC2)c(C(=O)NC(c2ccccc2)c2ccccc2)c1 | 3 | 1.4 | -2 | -5 | 101 | -4 | 5 | 1 | -1 | 102 | 98
35 | COCCNC(=O)C(=O)NCCN1CCNCC1 | -1 | 0.6 | 1 | 1 | 103 | 0 | 20 | 1 | -2 | 106 | 112
36 | Cc1ccc(C)c(Oc2ncnc(N)c2[N+](=O)[O-])c1 | 18 | 0.4 | 24 | 43* | 94 | 46* | 6 | 29 | 31 | 88 | 87
37 | CCOC(=O)c1[nH]c2ccc(F)cc2c1NC(=O)CN1CCN(C/C=C/c2ccccc2)CC1 | 7 | 9.8 | -5 | -8 | 102 | 0 | 11 | 1 | -2 | 103 | 102
38 | CCN(CC(=O)Nc1ccc2c(c1)OCCO2)C(=O)C1CCCCC1 | 2 | 0.2 | 2 | 0 | 104 | 3 | 23 | 0 | 3 | 103 | 106
39 | COc1ccc(N(C(=O)/C=C/C(=O)Nc2cc(C)on2)C(C(=O)NC2CCCC2)c2ccccc2C)cc1 (stereo not given) | 3 | · | -2 | 6 | 85 | -4 | 10 | -4 | -2 | 72 | 87
40 | CN(C)CCNC(=O)COc1ccc(Cl)cc1Cl | 3 | 1.2 | -9 | -1 | 101 | -5 | 25 | -2 | -2 | 102 | 102
41 | C=CCN(C(=O)Cn1ncc2c1-c1cc(C)ccc1OC2)c1ccccc1 | 4 | 1.7 | -7 | -7 | 100 | 0 | 24 | 1 | -6 | 103 | 99
42 | Cc1ccc(-n2ncc3c(NCCCN4CCOCC4)ncnc32)c(C)c1 | 2 | 0.5 | -5 | -8 | 99 | -3 | 20 | 2 | -7 | 98 | 100

# Screening data from PubChem.
